Kir21 inh – inhibitors of mouse Kir2.1 inward-rectifier potassium channel. Inward rectifier potassium channel 2 (Mus musculus), P35561. B-score at 10 µM. 310,000 compounds, 0.85% hits. HEK293-Kir2.1, FluxOR thallium flux fluorescence; active compounds read low;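 active means fluorescence ratio B-score at or below minus 3 SD of library scores, with starting-brightness B-score within 2 SD, cut at about -4.2 in these data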;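 further: channel flux triggered by added potassium and thallium sulfate stimulus; B-score of peak minus minimum fluorescence over baseline after thallium stimulus; more negative B-score means stronger Kir2.1 block with less thallium influx; some compounds called inactive have numbers as strong as hits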
Target sequence (P35561 whole entry, looked up): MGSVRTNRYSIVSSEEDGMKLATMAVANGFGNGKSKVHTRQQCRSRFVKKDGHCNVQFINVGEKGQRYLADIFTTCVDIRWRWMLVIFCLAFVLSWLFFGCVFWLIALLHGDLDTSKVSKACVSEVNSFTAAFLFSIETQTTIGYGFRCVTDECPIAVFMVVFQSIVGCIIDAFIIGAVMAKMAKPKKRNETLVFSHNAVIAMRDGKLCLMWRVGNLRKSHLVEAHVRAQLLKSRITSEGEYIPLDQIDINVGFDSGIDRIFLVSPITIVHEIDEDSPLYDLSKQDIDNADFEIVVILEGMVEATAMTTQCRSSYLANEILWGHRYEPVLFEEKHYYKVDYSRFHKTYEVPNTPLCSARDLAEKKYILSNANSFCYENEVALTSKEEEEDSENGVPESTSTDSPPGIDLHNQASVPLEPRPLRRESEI
CHT block – inhibitors of human choline transporter CHT | CHT-expressing cells, membrane potential dye, choline response; active compounds read low | B-score at 10 µM | 310,000 compounds, 0.86% hits | High affinity choline transporter 1 (Homo sapiens), Q9GZV3;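 active means B-score over 3 SD under the library average, and starting fluorescence ratio not unusually high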;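 further: choline stimulus applied at its EC90 after an EC20 pre-addition; B-score computed on integrated fluorescence ratio after choline addition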
Target sequence (Q9GZV3 whole entry, looked up): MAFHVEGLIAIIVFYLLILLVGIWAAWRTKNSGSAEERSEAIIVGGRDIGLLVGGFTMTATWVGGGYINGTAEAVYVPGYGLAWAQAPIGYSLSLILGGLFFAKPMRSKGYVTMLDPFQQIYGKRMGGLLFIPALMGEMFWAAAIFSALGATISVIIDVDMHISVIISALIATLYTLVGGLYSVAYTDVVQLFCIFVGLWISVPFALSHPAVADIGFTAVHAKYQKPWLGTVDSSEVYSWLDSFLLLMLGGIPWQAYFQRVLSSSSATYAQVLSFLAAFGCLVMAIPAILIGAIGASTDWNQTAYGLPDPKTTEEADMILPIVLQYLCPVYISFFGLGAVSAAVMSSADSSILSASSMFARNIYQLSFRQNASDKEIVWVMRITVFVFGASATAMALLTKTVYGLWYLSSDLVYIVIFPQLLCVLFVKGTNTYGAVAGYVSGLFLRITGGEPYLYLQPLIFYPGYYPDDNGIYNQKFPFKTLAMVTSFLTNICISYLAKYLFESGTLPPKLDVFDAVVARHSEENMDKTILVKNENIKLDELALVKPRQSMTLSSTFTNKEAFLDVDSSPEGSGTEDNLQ
Numbers without * were called inactive; i = inactive; nt = not tested or not shown.

SMILES	Kir21 inh	CHT block
Cc1cccc(N2CCN(S(=O)(=O)c3cccc4nonc34)CC2C)c1 (stereo unspecified)	0.41	i
O=C(O)/C=C/c1cnn(-c2ccccc2)c1	0.31	nt
Cc1ccn2cc(CCNC(=O)Cc3cccs3)nc2c1	-1.5	i
CSc1nc(-c2ccccc2)c(C#N)c(=O)n1C	-0.49	i
OC1COC(OCc2ccccc2)C(O)C1O (stereo unspecified)	1.4	i
O=C(NCc1ccc2c(c1)OCO2)c1ccc(Cl)s1	-4.2	i
Cc1cccc(/C(N)=N/OC(=O)c2cccnc2)c1	0	i
Cc1ccc(-n2ncc3c(SCc4ccccn4)ncnc32)c(C)c1	0.69	i
CC(=O)c1c(C)n(C)c2ccc(OC(=O)c3ccc([N+](=O)[O-])cc3)cc12	-2.2	i
O=C(O)COc1ccc(/C=C2/SC(=S)N(Cc3ccccc3)C2=O)cc1	1.3	i
O=C(CCN1C(=O)C2C3C=CC(C3)C2C1=O)NC1CCCc2ccccc21 (stereo unspecified)	-1.2	i
Cc1nc2c(C(=O)N3CCN(C)CC3)cnn2c(C)c1Cc1ccc(Cl)cc1	0.37	i
COc1cccc2cc(C(C)N(CCCN3CCOCC3)C(=S)Nc3ccccc3C)oc12 (stereo unspecified)	-0.64	i
Cc1nc(Cl)c(N=Cc2cccc([N+](=O)[O-])c2)c(Cl)n1	-1.1	i
COc1cc(C)ccc1OCCOc1cc(C)ccc1Cl	2.5	i
CCC(C)NC(=S)N1CCN(Cc2ccc3c(c2)OCO3)CC1 (stereo unspecified)	1.1	i
COC(=O)c1cccn(CC(=O)c2ccc(Cl)cc2)c1=O	0	i
COC(=O)/C=C1\N/C(=N\c2nc(C)cc(C)n2)N(c2ccc(C)c(C)c2)C1=O	0.7	i
O=C(COC(=O)C1CCN(c2ccc(C(F)(F)F)cn2)CC1)c1ccccc1	0.77	i
COCCNC(=O)c1c(N)n(-c2ccccc2)c2nc3ccccc3nc12	0.5	i
CC(C)Oc1ccc(S(=O)(=O)N2CCOCC2)cc1NC(=O)CN1C(=O)NC2(CCCC2)C1=O	0.56	i
CCCCN(C)S(=O)(=O)c1cc(Br)cc2c1N(C(=O)C1CC1)CC2	0.04	i
COc1cc2c(cc1OC)C(c1cccc(Br)c1)CC(=O)N2 (stereo unspecified)	-0.43	i
CC(C(=O)O)c1n[nH]c(=O)c2ccccc12 (stereo unspecified)	0.81	i
O=C(Nc1ccccc1N1CCN(C(=O)c2ccc(Cl)cc2)CC1)c1cccc(F)c1	0.87	i

A second format for some results above.
Kir21 inh,CHT block,canonical_smiles
0.77,i,O=C(COC(=O)C1CCN(c2ccc(C(F)(F)F)cn2)CC1)c1ccccc1
0.5,i,COCCNC(=O)c1c(N)n(-c2ccccc2)c2nc3ccccc3nc12

Next section:
SMILES	Kir21 inh	CHT block
COc1ccc(-c2c(C)c3cc(O)ccc3oc2=O)cc1OC	-0.77	i
COc1ccc(Oc2coc3cc(OC(=O)/C=C/c4ccc(F)cc4)ccc3c2=O)cc1	-0.01	i
COc1ccc(S(=O)(=O)N2CCOCC2)cc1NC(=O)CSc1nnc2c(n1)[nH]c1ccccc12	-0.37	i
COc1ccc(C2(C)NC(=O)N(CC(=O)NC3(C#N)CCCCC3)C2=O)cc1 (stereo unspecified)	1.6	i
C=CCN1C=CC(=O)CC1	1.2	i
COc1c2ccoc2nc2c(OC)c(OCC(O)C(C)(C)O)ccc12 (stereo unspecified)	nt	i
O=C(O)c1ccccc1CSc1nnc2c(n1)[nH]c1ccccc12	2.1	i
CN1CCN(c2oc(/C=C/c3ccccc3)nc2C#N)CC1	-0.81	i
CCCn1cc(CN2CCC(n3nccc3NC(=O)C(OC)c3ccccc3)CC2)c(C)n1 (stereo unspecified)	-0.07	i
COc1cc(-c2cc(=O)c3c(O)cc(O)cc3o2)ccc1O	0.1	i
Cc1cccc(N=Nc2c(N)n[nH]c2N)c1	0.46	i
O=C(Cc1ccc(Cl)cc1)N/N=C/c1c(Cl)cccc1Cl	0.13	i
CCCc1cc(Nc2ccc(C)cc2)n2ncnc2n1	0.2	i
O=C(O)CCN1C(=O)c2ccncc2C1=O	-3.1	i
COc1ccc(C(=O)NCC(=O)N/N=C/c2c(C)[nH]c3ccccc23)cc1	-0.6	i
CN(C)C(=O)c1ccc(-n2cccn2)nc1	-0.5	i
Cn1c(SCc2nc3ccccc3c(=O)[nH]2)nc2ccccc21	-0.17	i
O=C1CSc2ccc(S(=O)(=O)NCc3ccccc3Cl)cc2N1	0.81	i
Cc1ccc(S(=O)(=O)Nc2ccc3c(c2)CCC3)cc1	-1.7	i
COc1ccc(CCNC(=O)COc2ccc3c(C)cc(=O)oc3c2)cc1OC	0.93	i
Oc1ccc2ccccc2c1/C=N/Nc1ccccc1	1.2	i
CCOC(=O)[C@H]1[C@H]2COc3ccc(C)cc3[C@@H]2N2C(=O)c3ccc(C)cc3NC(=O)[C@@]12C	nt	i
CCOC(=O)C1(Cc2cccc(F)c2)CCN(C(=O)Cn2cnnn2)CC1	0.52	i
COc1ccccc1C1CC(=O)Nc2cc(C)c(C)cc21 (stereo unspecified)	-1.1	i
O=C(N/N=C/c1ccco1)c1cccc(NC(=O)c2cccc(Cl)c2)c1	-0.49	i

One compound at a time, from the list above:
`COc1ccc(-c2c(C)c3cc(O)ccc3oc2=O)cc1OC` is listed as Kir21 inh = -0.77; CHT block = i
`COc1ccc(C(=O)NCC(=O)N/N=C/c2c(C)[nH]c3ccccc23)cc1` is listed as Kir21 inh = -0.6; CHT block = i
`O=C(N/N=C/c1ccco1)c1cccc(NC(=O)c2cccc(Cl)c2)c1` is listed as Kir21 inh = -0.49; CHT block = i

Following part:
SMILES	Kir21 inh	CHT block
O=C(COC(=O)c1ccccc1)NCc1ccco1	0.77	i
CSc1ccc(/C=C(\NC(=O)c2ccccc2)C(=O)NCCN2CCOCC2)cc1	-0.24	i
COc1ccc(Cl)cc1NC(=O)NC(C)C	2.1	i
CN=CC1=C(O)C(C(=O)OC)C(C)(C)CC1=O (stereo unspecified)	0.49	i
COc1ccc(N(CC(=O)N2CCc3ccccc32)S(=O)(=O)c2c(C)n[nH]c2C)cc1	-0.37	i
CCC(C)c1ccccc1N1CC(C(=O)N2CCN(S(=O)(=O)c3ccccc3Br)CC2)CC1=O (stereo unspecified)	2	i
O=C(c1ccc(NS(=O)(=O)c2cccc([N+](=O)[O-])c2)cc1)N1CCCCCC1	-0.41	i
Cc1c(Nc2cc(N3CCOCC3)c3nonc3c2[N+](=O)[O-])c(=O)n(-c2ccccc2)n1C	1.3	i
N#C/C(=C\c1c[nH]c2ccccc12)C(N)=O	0.45	i
Fc1ccc(CSc2nc3ccccc3[nH]2)cc1	-0.02	i
O=C(NCCN1CCN(c2ccccc2)CC1)c1cccc(Br)c1	-0.24	i
CC(=O)Nc1c(C)ccc(CNC(=O)COc2ccc(F)cc2)c1C	0.67	i
COc1ccc(C=O)c2[nH]c3c(Cl)ncnc3c12	1.1	nt
O=C(NCc1ccccc1F)C1CCCN1S(=O)(=O)c1ccc(F)cc1 (stereo unspecified)	2.5	i
O=C(NCc1ccco1)c1cccc(N2CCCC2=O)c1	-1	i
C=CCn1c(Cc2ccc(OCC)cc2)nnc1SCC(N)=O	-0.01	i
CCC(C)(C)NC(=O)c1cc(OC)c(OC)cc1[N+](=O)[O-]	0	i
Cc1nn(C)c(C)c1N1C(=O)c2cccc3c(Br)ccc(c23)C1=O	nt	i
COc1ccc(-n2cc(CN(C)CCO)c(-c3cccc(F)c3)n2)cc1	-0.13	i
CCCCN1C(=O)NC(NS(=O)(=O)c2ccc(N)cc2)(C(F)(F)F)C1=O (stereo unspecified)	-2.1	i
CN1/C(=C/C=N/n2cnnc2)C(C)(C)c2ccccc21	-0.88	i
Cc1cc(Nc2cccc(O)c2)c2ccccc2n1	-2.2	i
COc1ccc(S(N)(=O)=O)cc1C(=O)OCCCOC(=O)c1cc(S(N)(=O)=O)ccc1OC	-0.75	i
Cc1ccc2oc(=O)n(CCOc3ccccc3C)c2c1	-1.2	i
Cc1nn(-c2ccccc2)c2nc(N)c(C#N)c(-c3ccc(C(C)(C)C)cc3)c12	1	i

Some of these compounds in order of formula weight, descending.
SMILES	Kir21 inh	CHT block
COc1ccc(S(N)(=O)=O)cc1C(=O)OCCCOC(=O)c1cc(S(N)(=O)=O)ccc1OC	-0.75	i
O=C(NCc1ccccc1F)C1CCCN1S(=O)(=O)c1ccc(F)cc1 (stereo unspecified)	2.5	i
CCC(C)(C)NC(=O)c1cc(OC)c(OC)cc1[N+](=O)[O-]	0	i
O=C(NCc1ccco1)c1cccc(N2CCCC2=O)c1	-1	i

(listing goes on)
SMILES	Kir21 inh	CHT block
CN(C)C(=O)COc1ccc2cc(-c3ccccc3)c(=O)oc2c1	1.5	i
CCOC(=O)N1CCN(C(=O)CSc2nnc(-c3cc(OC)cc(OC)c3)o2)CC1	0.34	i
O=C1CC(c2ccc(F)cc2)CC(O)=C1C=NCCN1CCN(C(=O)Nc2ccccc2)CC1 (stereo unspecified)	0.99	i
Cc1ccsc1C(=O)N1CCCC(N2CCN(c3cccc(Cl)c3)CC2)C1 (stereo unspecified)	0.05	i
Cc1oc2c(CN3CCCC3)c(O)ccc2c(=O)c1Oc1ccccc1Br	0.52	i
NC(=O)NCc1cccs1	-0.17	i
O=C(CSc1ccc2ccccc2n1)N/N=C/c1ccccc1O	-0.24	i
N/C(=N\OC(=O)CC1CCCCC1)c1ccc(Cl)cc1	-0.03	i
CCN(CC)CCNC(=O)C(=O)Nc1cc2c3c(c1)CC(=O)N3CCC2	-0.09	i
CN(CC(=O)Nc1cccc(F)c1)C(=O)CCc1nc2sc3c(c2c(=O)[nH]1)CCCC3	0.08	i
COc1ccc2c(C)nc(Nc3nc(-c4ccccc4)cc(=O)[nH]3)nc2c1	0.32	i
COC(=O)c1ccc(COC(=O)c2cnc(Cl)c(Cl)c2)cc1	-0.29	i
CC(=O)c1ccccc1NC(=O)COC(=O)CSCC(=O)Nc1cc(C)on1	0.49	i
COc1cc(/C=C/c2cc(OC(C)=O)c3ccccc3n2)c(OC(C)=O)c([N+](=O)[O-])c1	2.7	i
CC(=O)c1c(C)oc2ccc(NS(=O)(=O)c3cccs3)cc12	0.73	i
Cc1nc(SCC(=O)N2CCOCC2)c2ccsc2n1	-1.8	i
O=C(Nc1cc(C(F)(F)F)ccc1-n1cncn1)c1ccc([N+](=O)[O-])o1	0.01	-6.1*
O=C(N=Nc1c(O)[nH]c2ccc(Br)cc12)c1ccccc1-n1cccc1	0.24	i
Cc1nn(-c2ccc(Cl)c(Cl)c2)c(=O)c2ccccc12	2.5	i
O=C(O)[C@@H]1CSC2c3ccccc3C(=O)N21 (stereo partly specified)	1.1	i
Cc1ccc2[nH]c3c(c2c1)CN(C(=O)CN1CCN(c2ccccc2F)CC1)CC3	-1.1	nt
O=C(CSc1ccc(-c2ccc(F)cc2)nn1)NCCc1ccccc1	0.32	i
COc1cccc(N2CC(C(=O)NC3CCCCC3)CC2=O)c1 (stereo unspecified)	-0.95	i
Cc1cc(Cl)cc(C)c1OCCOCCNCc1ccccc1	-12*	i
CC[C@H](C)C(C(=O)N1CCN(C(=O)OC(C)(C)C)CC1)n1cc(C(Cc2ccc(O)cc2)NC(=O)OC(C)(C)C)nn1 (stereo partly specified)	-0.35	i
SMILES	Kir21 inh	CHT block
O=C(c1ccc2c(c1)OCCO2)N(c1ccccn1)C1CCCCC1	0.82	i
O=C(CN1CCN(S(=O)(=O)N2CCOCC2)CC1)Nc1cc(Cl)ccc1Cl	-1.5	i
COc1ccc(S(=O)(=O)NNC(=O)c2csc(-n3nc(C)cc3C(F)(F)F)n2)cc1OC	0.52	i
Clc1ccccc1-c1nc2ccccc2[nH]1	0.24	i
CN1CCN(C(=O)c2sc(=S)n(-c3ccccc3)c2N)CC1	1.2	i
C=CCOc1ccc(NC(=O)C(=O)NCCCn2ccnc2)cc1	1.2	i
Cc1cc(O)c(C(=O)/C=C/c2cccc([N+](=O)[O-])c2)c(=O)o1	-1	i
CCOc1cc(/C=N/NC(=O)c2cc3c(ccc4ccccc43)o2)ccc1O	-1.9	i
CN1C(=O)/C(=N/OC(=O)c2ccccc2)c2ccccc21	-0.19	i
CCn1c(SCC(=O)N2CC(=O)Nc3ccccc32)nnc1-c1ccoc1C	0	i
CCCOC(=O)c1ccc(NC(=O)c2ccccc2[N+](=O)[O-])cc1	1.2	i
CCn1nnc(NC(=O)c2cc3ccccc3o2)n1	1.6	i
C#Cc1ccc([C@@H]2C=C(C(=O)N3CCOCC3)O[C@H](OCCCCO)C2)cc1	-0.22	i
CCOC(=O)c1sc2c(c1C)C(c1cccs1)C1=C(CCCC1=O)N2 (stereo unspecified)	-0.85	i
CC(=O)c1ccc(NC(=S)NC2CCCC(C)C2C)cc1 (stereo unspecified)	0.53	i
O=C(CNc1ccc(Br)cc1)c1ccc(O)cc1	0.09	i
CCOC(=O)N1CCC2(CC1)NCCc1c2[nH]c2ccccc12	0.36	i
CN1CCc2c(sc3c2C(=O)NC(c2cccc(OC(=O)c4cccs4)c2)N3)C1 (stereo unspecified)	-0.11	i
CC(Sc1nnc2ccccn12)C(=O)Nc1ccc(Cl)cn1 (stereo unspecified)	0.01	i
O=C(COc1ccccc1[N+](=O)[O-])N/N=C/c1ccc(O)cc1	-0.59	i
COc1ccc(C(=O)NC2CCSC2=O)cc1 (stereo unspecified)	2.2	i
CCCCn1cnc2c(cnn2-c2ccc(F)cc2)c1=O	0.96	i
NC(=O)c1cccnc1Nc1ccccc1Cl	-1.2	i
COc1cc(-c2nc(-c3cccnc3)no2)cc(OC)c1OC	0.82	i
CCCCCCCCN=C1NC(=O)CS1	0.08	i

Records listed so far marked active in CHT block.
SMILES	Kir21 inh	CHT block
O=C(Nc1cc(C(F)(F)F)ccc1-n1cncn1)c1ccc([N+](=O)[O-])o1	0.01	-6.1*

Assay outcomes: PubChem BioAssay, Johns Hopkins Ion Channel Center
